# TDP1 cell CPT: DT40-hTDP1 cell growth loss with CPT. chicken DT40 Tdp1-/-;hTDP1 cells + 20 nM CPT, ATP luminescence, 48 h. Potency, µM (highest dose often 46.2 µM), inactives show at the highest dose activity change, negative = growth inhibition, usual class: inhibitors. 420,000 tested, 12% active. AID 686979; further: nearly all actives have a fitted effect of over 55% in size
#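 Chicken DT40 Tdp1-/- cells complemented with human TDP1, 400 cells/well, exposed to compounds plus 20 nM camptothecin for at least 48 h at 37 C; viability read as ATP content by CellTiter-Glo luminescence.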
# DT40 TDP1 no CPT: qHTS for Inhibitors of human tyrosyl-DNA phosphodiesterase 1 (TDP1): qHTS in cells in absence of CPT; DT40 Tdp1-/- hTDP1 cells, no CPT, ATP luminescence, 48 h; Potency, µM (series often up to 46.2 µM), without a hit: at the highest dose activity change, negative = growth inhibition, most hits filed as inhibitors; 420,000 tested, 15% active; further: nearly all actives have a fitted effect of over 55% in size
#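 No-CPT arm: Tdp1-/-;hTDP1 DT40 cells (400/well) plus compounds, incubated ≥48 hr at 37 °C. Readout CellTiter-Glo luminescence.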
# GCN5L2 inh: blocks human GCN5L2 histone acetyltransferase; Q92830; GCN5L2 HAT assay, ThioGlo1 CoA-SH fluorescence; Potency, µM (titrated, usually from 58.9 µM), for inactives: top-dose activity change, negative = inhibition, hits mostly inhibitors; 390,000 tested, 0.21% active
# Target sequence (Q92830 whole entry, looked up): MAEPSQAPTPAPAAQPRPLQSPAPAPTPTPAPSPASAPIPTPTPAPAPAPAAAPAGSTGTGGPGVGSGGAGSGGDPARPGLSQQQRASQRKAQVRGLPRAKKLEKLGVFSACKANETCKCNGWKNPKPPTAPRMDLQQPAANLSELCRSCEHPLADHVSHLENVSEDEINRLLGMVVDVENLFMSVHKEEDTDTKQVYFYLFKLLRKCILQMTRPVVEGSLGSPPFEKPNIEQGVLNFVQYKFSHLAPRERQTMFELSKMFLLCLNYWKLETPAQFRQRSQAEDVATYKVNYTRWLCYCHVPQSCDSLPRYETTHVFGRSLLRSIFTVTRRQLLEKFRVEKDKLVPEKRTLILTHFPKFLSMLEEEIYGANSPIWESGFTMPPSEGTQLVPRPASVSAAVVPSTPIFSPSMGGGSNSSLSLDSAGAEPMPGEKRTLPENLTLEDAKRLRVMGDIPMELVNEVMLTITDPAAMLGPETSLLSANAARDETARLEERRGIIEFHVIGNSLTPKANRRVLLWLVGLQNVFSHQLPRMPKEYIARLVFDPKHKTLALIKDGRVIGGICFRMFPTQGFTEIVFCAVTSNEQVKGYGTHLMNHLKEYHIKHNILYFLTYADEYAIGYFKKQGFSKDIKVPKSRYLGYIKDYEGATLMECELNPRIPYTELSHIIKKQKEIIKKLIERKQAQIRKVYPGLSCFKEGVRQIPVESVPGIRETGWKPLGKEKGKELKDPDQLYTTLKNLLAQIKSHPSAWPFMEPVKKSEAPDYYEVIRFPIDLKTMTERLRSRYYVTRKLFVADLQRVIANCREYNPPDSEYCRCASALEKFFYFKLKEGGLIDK
#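 Compounds, pin-transferred from DMSO stocks, meet 20nM GCN5L2 for 15 min before the reaction begins with H3(1-25) peptide (75uM) and acetyl-CoA (70uM). Thiol-reactive ThioGlo1 reports CoA release over 20 min at room temperature.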
# * = called active by the depositor; ? = inconclusive; · = no result given; & = joins results of further samples; [ ] = remark or other dose. The call rests on the fitted dose curve; in most records, active means well fitted curve in the direction sought with a large enough effect; inconclusive means small, poorly fitted or top-dose-only effect, or another doubt; inactive means no such curve, though single readings can be large; an effect the other way counts as inactive or inconclusive. On the % scale 0 is the no-effect control and ±100 the full control effect; potency means the concentration at half of the fitted maximal effect. The list is partial; count on the stated rates, not on these rows.
# Screens in order – TDP1 cell CPT	DT40 TDP1 no CPT	GCN5L2 inh
Cc1cccc(CS(=O)(=O)Cc2ccc(C(=O)NCCc3ccccc3)o2)c1
    ?	?	-1%&8%
C=CC[C@@H](CC(=O)N(CCO)Cc1ccccc1)C(=O)N[C@H](COC(=O)[C@H](CC=C)CC(=O)OC(C)(C)C)Cc1c[nH]c2ccccc12
    23µM*	16µM*	-15%
C/C(N)=C(/C#N)C(=O)CSc1nnnn1-c1ccc(C)cc1C
    23µM*	13µM*	2%
CCOC(=O)c1c[nH]c2c3c(ccc2c1=O)CCCC3
    -28%	?	-4%
COc1ccc(Cl)cc1NC(=O)CN(C)S(=O)(=O)c1cccs1
    -6%	-14%	-5%
Cc1ccc(NC(=O)CSc2nnnn2C2CCCC2)cc1S(=O)(=O)N1CCOCC1
    -23%	?	1%
O=C(CSc1ccc(Cl)cc1)c1ccco1
    16µM*	23µM*	-25%
O=C(CN1C(=O)CSc2ccc(S(=O)(=O)N3CCOCC3)cc21)NCc1ccc(F)cc1
    -9%	6%	-3%
Cc1ccc(C(=O)Nc2ccccc2-c2ccccc2)cc1S(=O)(=O)Nc1cccc(C)c1C
    ?	21µM*	-5%
COc1ccc(-c2nc3cc(NC(=O)Cc4ccc(Cl)cc4)ccc3o2)cc1OC
    16µM*	13µM*	3%
Cc1cc(NC(=O)c2oc3ccccc3c2C)ccc1-n1cnnn1
    18µM*	23µM*	-14%
O=C(/C=C/c1cccs1)Nc1sc2c(c1C(=O)O)CCCC2
    -1%	-6%	-10%
CSc1ccccc1C(=O)N1CCN(S(=O)(=O)c2sc(C(=O)O)c(C)c2C(=O)O)CC1
    1%	-3%	-8%
NCCCN1CCOCC1
    -1%	-9%	-11%
Cc1ccc2nc(Cl)c3cc(C(=O)NCCCN4CCC(C)CC4)sc3c2c1
    ?	?	1%
OC(c1ccc(Cl)cc1)c1ncc(-c2cccc(F)c2)[nH]1 (stereo unspecified)
    ?	?	·
Cc1cc(F)cc(-c2cc(C(=O)NCc3ccc(C(F)(F)F)cc3)[nH]n2)c1
    ?	-10%	·
COc1cc(/C=C2\CCCc3c2nc2ccccc2c3C(=O)O)cc([N+](=O)[O-])c1O
    -7%	-11%	-12%
Cn1c(-c2c(N)n(CCc3ccccc3)c3nc4ccccc4nc23)nc2ccccc21
    26µM*	21µM*	-29%
O=C(Nc1nnc(C2CC2)s1)C1CCCCC1
    -1%	-3%	0%
O=C1CSC(c2cccc(F)c2)N1c1c(F)cccc1F (stereo unspecified)
    -10%	7%	2%
COC(=O)CN1C(=O)COc2ccc(S(=O)(=O)N3CCCCCC3)cc21
    -4%	1%	-2%
C/C(=N/N=C1/NC(=O)CC(C(=O)Nc2ccccc2)S1)c1cccs1 (stereo unspecified)
    3%	11%	-5%
Cc1ccc(C)n1-c1sccc1C(=O)O
    -8%	-10%	?
Cc1cnc(C(=O)OCC(=O)Nc2ncc(Cl)cc2Cl)cn1
    -6%	3%	-9%
CCOC(=O)N1CCC(Nc2c(N3CCN(c4cccc(C(F)(F)F)c4)CC3)c(=O)c2=O)CC1
    23µM*	?	-3%
COc1cc(C(=C(CC(=O)O)C(=O)O)c2ccc3c(c2)OCO3)cc(OC)c1OC
    2%	-16%	·
CC(=O)C1=C(C)NC(SCC(N)=O)=C(C#N)C1c1sccc1C (stereo unspecified)
    0%	-3%	-16%
COCc1cc(C)nc2sc(C(=O)OC(C)C)c(N)c12
    -23%	?	?
NS(=O)(=O)c1cccc(NC(=O)CSc2nnc(NC3CC3)s2)c1
    -5%	-29%	·
CCOC(=O)[C@]12CCCC=C1N(Cc1ccccc1)C(=O)[C@H](CC(=O)NCC13CC4CC(CC(C4)C1)C3)C2
    ?	?	·
O=C(NC1CCCCC1)c1cccc(NC(=O)c2ccccc2Cl)c1
    ?	?	·
CN(CCNC(=O)c1ccc(CS(=O)(=O)c2ccc(Br)cc2)o1)CCc1ccccc1
    ?	?	3%
CCn1c(C)cc2c(c1=O)C(c1ccccc1)C(C(=O)OC)=C(N)O2 (stereo unspecified)
    -6%	-21%	?
CC(=O)Nc1ccc(NC(=O)c2cc(-c3ccc(F)cc3C)n[nH]2)cc1
    ?	?	·
CC1=CSC2=NC(=O)/C(=C\c3cccn3-c3ccccc3)C(=N)N12
    ?	?	-1%
CCCCc1ccc(NC(=O)CSc2nnc3[nH]c(=O)cc(C)n23)cc1
    -2%	-8%	3%
Cc1c(CC(=O)O)c(=O)oc2c(C)c(OCc3ccccc3Br)ccc12
    -8%	20%	-19%
Cc1cccc(C)c1NC(=O)COC(=O)CCc1c[nH]c2ccccc12
    -21%	-6%	-2%
CCS(=O)(=O)N1CCN(Cc2nc3ccccc3c(=O)[nH]2)CC1
    ?	-6%	2%
CCOc1ccc(-c2c(C(=O)N/N=C/c3cccc(Br)c3)nnn2-c2nonc2N)cc1
    ?	?	3%
O=C(NCCc1ccccc1)C(=O)NCC1CCCO1 (stereo unspecified)
    -2%	-4%	-3%
CCOC(=O)C1=C(COC(=O)c2c(OC)cccc2OC)NC(=O)NC1C (stereo unspecified)
    -26%	?	-8%
Cc1cccc(C(=O)Nc2ccc(O)c3c(=O)cc(-c4ccccc4Cl)oc23)c1
    ?	?	0%
CCOC(=O)c1ccc(NC(=O)c2c(NCc3cc(OC)c(OC)cc3OC)sc3c2CCCC3)cc1
    23µM*	?	-7%
NCCCCCc1cn([C@@H](CCC(=O)O)C(=O)NCCCCCCCCCCC(=O)N2CCNCC2)nn1
    6%	7%	-2%
CCOC(=O)C1=C(CC)Nc2ccccc2N=C1NC(=O)c1ccc(OC)c(S(=O)(=O)N2CCOCC2)c1
    ?	?	·
C1=Nc2ccccc2/C1=C/c1c[nH]c2ccccc12
    ?	?	·
CCCOc1ccc(N2C(=O)CC(N(Cc3ccco3)C(=O)CCC(=O)O)C2=O)cc1 (stereo unspecified)
    6%	-1%	0%
O=C(CN1CCOCC1)N1CCCc2c1c(=O)oc1ccc(OCc3ccccc3)cc21
    18µM*	?	-6%
CCCc1cc(C(=O)N2CCCC(Cc3cccc(Cl)c3)(C(=O)OCC)C2)n(C)n1 (stereo unspecified)
    18µM*	13µM*	-5%
Cc1ccc(C(=O)N/N=C/c2cc(C)n(-c3ccc(Br)cc3)c2C)cc1[N+](=O)[O-]
    -13%	?	2%
Nc1[nH]c(C(=O)c2ccccc2)c(-c2ccc([N+](=O)[O-])cc2)c1C(=O)NCCc1c[nH]c2ccccc12
    23µM*	15µM*	·
COc1ccccc1NNC(=O)C(O)(c1ccccc1)c1ccccc1
    11%	0%	-4%
CC1(C)CC(=O)C2=C(C1)NC1=C(C(=O)c3ccccc31)C2c1cccnc1 (stereo unspecified)
    ?	?	-16%
Cc1ccc(OCCOc2cccc3ccc(C)nc23)c([N+](=O)[O-])c1
    ?	16µM*	20%
O=C(C(=O)N1CCCCC1)c1c(-c2ccccc2)[nH]c2ccccc12
    4%	-22%	8%
Cc1cc(Br)cn2c(Cc3cccc(Cl)c3)c(-c3cccc(Cl)c3)nc12
    ?	26µM*	·
Cc1ccc(NC(=O)CC2Oc3ccccc3NC2=O)cc1C (stereo unspecified)
    -2%	-21%	0%
O=C(COc1cccc(Br)c1)NN=C1c2ccccc2-c2ccccc21
    0%	?	-3%

# 2 consecutive records from above, quoted:
# Screens in order – TDP1 cell CPT	DT40 TDP1 no CPT	GCN5L2 inh
Cc1ccc(NC(=O)CC2Oc3ccccc3NC2=O)cc1C (stereo unspecified)
    -2%	-21%	0%
O=C(COc1cccc(Br)c1)NN=C1c2ccccc2-c2ccccc21
    0%	?	-3%

# Some values from the list:
# Entry of NS(=O)(=O)c1cccc(NC(=O)CSc2nnc(NC3CC3)s2)c1 under TDP1 cell CPT: -5%
# Entry of Cc1cc(Br)cn2c(Cc3cccc(Cl)c3)c(-c3cccc(Cl)c3)nc12 under DT40 TDP1 no CPT: 26µM*
# Entry of CCS(=O)(=O)N1CCN(Cc2nc3ccccc3c(=O)[nH]2)CC1 under DT40 TDP1 no CPT: -6%
# Entry of CCOC(=O)c1c[nH]c2c3c(ccc2c1=O)CCCC3 under GCN5L2 inh: -4%
# Entry of O=C(CN1CCOCC1)N1CCCc2c1c(=O)oc1ccc(OCc3ccccc3)cc21 under GCN5L2 inh: -6%

# (more compounds)
# Screens in order – TDP1 cell CPT	DT40 TDP1 no CPT	GCN5L2 inh
[O-]/C(=C(\C(=S)Nc1ccccc1F)[n+]1ccccc1)c1ccc(OC(F)F)cc1
    -21%	3%	-13%
CCN(CC)c1ccc(/C=C/c2ccncc2)cc1
    0.18µM*	0.32µM*	·
O=C(CC12CC3CC(CC(C3)C1)C2)NCc1ccco1
    -13%	0%	?
COc1ccc(Cc2c(-c3ccco3)nc3ccc(Cl)cn23)c(C)c1
    ?	?	·
CSCCC(c1nc2ccccc2[nH]1)n1c(-c2cc(C(F)(F)F)cc(C(F)(F)F)c2)nc2ccccc21 (stereo unspecified)
    ?	16µM*	·
O=C(Nc1ccc(N2CCN(Cc3ccccc3)CC2)cc1)c1ccco1
    -24%	-28%	-2%
Cc1cccc(-n2c(O)c(C=Nc3cc(O)ccc3C)c3ccccc3c2=O)n1
    21µM*	?	-6%
CCOC(=O)COc1ccc(C)cc1C(=O)c1ccn2nc(-c3ccc(F)cc3)cc2n1
    16µM*	21µM*	-3%
c1ccc(Oc2cc(-c3ccccc3)nc(-c3ccccc3)n2)cc1
    20%	-9%	3%
Cc1cc(C)nc(SCc2nnc(SCC(=O)O)n2-c2ccccc2)n1
    2%	-3%	1%
O=C(NCc1ccccn1)C(=O)C1C(=O)Nc2ccccc21 (stereo unspecified)
    -13%	-14%	-11%
NS(=O)(=O)c1ccc(N2N=C(c3ccc(Br)cc3)CC2c2ccc(F)cc2)cc1 (stereo unspecified)
    ?	?	-11%
Cc1c(CCOC(=O)C2C3CC4CC(C3)CC2C4)sc[n+]1CC(=O)c1ccc(Br)cc1 (stereo unspecified)
    ?	18µM*	-15%
COc1ccc(CNC(=O)Cc2cccs2)cc1
    0%	7%	-11%
CCOC(=O)c1cnc(-n2nc(C)cc2C)nc1NCc1ccc2c(c1)OCO2
    ?	?	2%
Nc1c(Br)c(=O)[nH]c(=O)n1-c1ccccc1
    4%	13%	-1%
N#CC1=C(S)N(c2ccc(F)cc2)C2(CCCCC2)NC1=O
    ?	-25%	13%
O=C1CC(NS(=O)(=O)c2ccccc2F)CN1c1ccc2c(c1)OCCO2 (stereo unspecified)
    -2%	-9%	-5%
COC(=O)Cc1ccc(OC2(C)CCN(Cc3ccccc3)C2)cc1 (stereo unspecified)
    -21%	-18%	·
Cc1cccc(OCc2cc(=O)n3c(-c4ccccc4)csc3n2)c1C
    -12%	-41%	-13%
COc1ccccc1NS(=O)(=O)c1c(C)[nH]c(C)c1C(=O)N1CCCC1
    5%	16%	-1%
CC(=O)c1ccc(NC(=O)c2ccc(-n3cncn3)c([N+](=O)[O-])c2)cc1
    ?	-27%	-4%
O=C(N/N=C/c1ccccn1)c1ccc(N/N=C/c2ccccn2)cc1
    1%	1%	-10%
CC(C)(C)c1ccc(C(=O)C[n+]2cccc(Br)c2)cc1
    ?	?	·
O=C(Nc1cccc(C(=O)O)c1)/C(=C\c1ccccc1Cl)NC(=O)c1ccco1
    -10%	9%	-1%
O=C(NCc1ccc2c(c1)OCO2)Nc1ccc2nsnc2c1
    -1%	-21%	-24%
COc1ccc(-n2c(=O)c(C)nc3cnc(N4CCOCC4)nc32)cc1
    1%	-11%	-19%
O=C1CC(=O)N(CCNc2ncc(C(F)(F)F)cc2Cl)C(=O)N1
    6%	-2%	2%
CCOc1ccc2nc(NC(NC(=O)CC)(C(=O)OC)C(F)(F)F)sc2c1 (stereo unspecified)
    -24%	-28%	2%
COc1cc(OC)c(NC(=O)CCc2nc(-c3cccs3)no2)cc1Cl
    ?	?	-7%[0.501 µM]
CN1C(=O)Cc2cc(S(=O)(=O)Nc3ccc(Cl)cc3)ccc21
    -14%	-24%	-4%
COc1cccc(C(=O)NN2c3ccccc3CCc3ccccc32)c1
    21µM*	10µM*	-5%
CCN(CC(=O)NCc1ccc(F)cc1)C(=O)Cc1ccc(OC)cc1
    -30%	?	3%
COc1ccc(S(=O)(=O)N2CCCCCC2)cc1C(=O)N(C)CC(=O)Nc1ccc(Cl)c(Cl)c1
    ?	?	-6%
CCOCc1c(C(=O)OCC(=O)Nc2ccccc2C(N)=O)oc2ccccc12
    ?	?	-7%
CCN1C(=O)[C@H]2[C@@H](c3ccc(C)cc3)N[C@]3(CCCN(CC4CCCCC4)C3=O)[C@H]2C1=O
    -13%	?	·
Cc1ccc(N(CC(=O)N2CCCCCC2)S(C)(=O)=O)cc1Cl
    8%	19%	-4%
CCN(CC)C1=C(Cl)C(=O)C(Cl)C12OCCO2 (stereo unspecified)
    3%	-7%	4%

# Bioassay records (PubChem BioAssay)
